TrxR1 substrate – rat thioredoxin reductase 1 substrate activity; purified TrxR1 substrate turnover, NADPH consumption readout; Potency, µM (doses to about 114 µM), for inactives: top-dose activity change, negative = substrate turnover; 390,000 compounds, 0.01% hits; AID 588456; note: potency is the fitted concentration of half-maximal effect; % is set by controls: 0 for no effect and ±100 for the full control effect; nearly all actives have a fitted effect of over 50% in size
Target sequence (O89049 whole entry, looked up): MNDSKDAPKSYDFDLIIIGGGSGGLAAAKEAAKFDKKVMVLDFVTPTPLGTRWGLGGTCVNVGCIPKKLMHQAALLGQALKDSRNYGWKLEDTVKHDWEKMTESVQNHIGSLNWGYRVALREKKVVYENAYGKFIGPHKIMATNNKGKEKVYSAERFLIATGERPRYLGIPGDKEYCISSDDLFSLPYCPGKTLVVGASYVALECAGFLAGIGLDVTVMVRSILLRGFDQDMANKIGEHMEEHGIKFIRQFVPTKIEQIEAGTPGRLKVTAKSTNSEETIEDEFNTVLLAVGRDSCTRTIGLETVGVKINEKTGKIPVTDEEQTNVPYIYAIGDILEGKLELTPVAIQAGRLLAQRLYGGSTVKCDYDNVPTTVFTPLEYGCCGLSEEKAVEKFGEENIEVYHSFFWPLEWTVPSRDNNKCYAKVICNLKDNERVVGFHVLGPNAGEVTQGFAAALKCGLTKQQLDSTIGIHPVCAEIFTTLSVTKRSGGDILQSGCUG
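Rat TrxR1, dispensed at 90 nM, was prereduced with 400 uM NADPH (final) for 5 min at ~22 deg C, then incubated with compound 15 min before 400 uM selenite. A first-read NADPH fluorescence drop versus no-compound background flagged substrates.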
mIDH1 inhibitor – human IDH1 R132H inhibition; Potency, µM (doses to about 76.6 µM), inactives show at the highest dose activity change, negative = inhibition, most hits filed as inhibitors; IDH1-R132H enzyme, NADPH consumption, diaphorase/resazurin fluorescence; O75874; 390,000 compounds, 0.093% hits; note: potency is the fitted concentration of half-maximal effect; % is set by controls: 0 for no effect and ±100 for the full control effect; nearly all actives have a fitted effect of over 65% in size
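IDH1-R132H (0.5 ug/mL) preincubated 30 min with compound, then NADPH (0.016 mM) and alpha-KG (2 mM) added; 80 min at RT, pH 7.5. Remaining NADPH coupled via diaphorase/resazurin to fluorescence (540/590 nm); concentration-response curves normalized to no-enzyme control.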
TRHR agonist – agonists of human TRH receptor; TRHR cells, calcium flux fluo-8, FDSS agonist mode; 360,000 compounds, 0.18% hits; activation, % at 2 µM; P34981; in the data active = activation above about 30%; note: 0% is about no effect
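In this calcium-flux screen, cells bearing human TRHR are dye-loaded with fluo-8, baselined for 10 cycles, then exposed to library compounds; positive kinetic calcium responses during the agonist phase mark hits, with TRH as control.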
D2 antag – antagonists of human D2 dopamine receptor | P14416 | HEK293 TREx D2 cells, calcium flux, dopamine EC80 | inhibition, % at 10 µM | 340,000 compounds, 2% hits | AID 485344; in the data active = inhibition above about 30%; note: 0% is about no effect
Target sequence (P14416 whole entry, looked up): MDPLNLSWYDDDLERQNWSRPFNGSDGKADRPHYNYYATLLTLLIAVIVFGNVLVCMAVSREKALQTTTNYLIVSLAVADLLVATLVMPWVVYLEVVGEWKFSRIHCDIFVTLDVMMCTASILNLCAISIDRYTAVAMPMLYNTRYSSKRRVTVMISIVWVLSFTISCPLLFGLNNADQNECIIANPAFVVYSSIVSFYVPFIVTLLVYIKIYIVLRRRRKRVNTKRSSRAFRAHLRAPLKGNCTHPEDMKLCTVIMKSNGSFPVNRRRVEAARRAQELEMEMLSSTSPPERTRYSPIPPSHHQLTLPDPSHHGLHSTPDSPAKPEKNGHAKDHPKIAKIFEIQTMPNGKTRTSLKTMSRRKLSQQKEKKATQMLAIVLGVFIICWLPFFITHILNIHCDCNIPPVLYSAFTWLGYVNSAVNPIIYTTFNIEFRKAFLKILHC
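Read-out: kinetic calcium fluorescence (1 cycle/s) in inducible HEK293 T-REx D2 cells after an EC80 dopamine addition that followed 180 s compound preincubation. Loss of the dopamine response indicates antagonism.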
D2 ag – activates the human D2 dopamine receptor; P14416; HEK293 T-REx D2 cells, calcium flux agonist mode; activation, % at 2 µM; 340,000 compounds, 0.53% hits;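 active = activation over 3 SD above normal in the single-dose calcium agonist read, cut at about 30% in these data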; note: 0% is about no effect
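Calcium-flux readout, 1 cycle/sec over 180 s following compound pin transfer, in inducible HEK293 Trex D2 cells (force-coupled); dopamine controls included. Positive calcium responses during this window marked compounds as potential agonists.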
USP1-UAF1 inh – inhibitors of human USP1/UAF1 deubiquitinase | O94782 | Potency, µM (titrated, usually from 57.1 µM), inactives show at the top dose activity change, negative = inhibition, usual class: inhibitors | 390,000 compounds, 0.23% hits | recombinant USP1/UAF1, Ub-Rhodamine cleavage fluorescence | AID 743255; note: potency is the fitted concentration of half-maximal effect; % is set by controls: 0 for no effect and ±100 for the full control effect; nearly all actives have a fitted effect of over 60% in size; inactives centre near -12
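In this screen, compounds sit with the deubiquitinase complex (1nM) for 15 min at room temperature before Ub-Rho is added at 150nM final. Fluorescence rise is then followed for 6 reads every 60 seconds.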
TRHR PAM – allosteric enhancers of human TRH receptor; P34981; TRHR cells, fluo-8 calcium fluorescence, EC20 TRH enhancement; enhancement, % at 2 µM; 360,000 compounds, 0.66% hits; AID 493056; in the data active = enhancement above about 30%; note: 0% is about no effect
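TRHR-expressing cells loaded with fluo-8 calcium dye were read kinetically (ex 480/em 530) during compound addition, then stimulated with an EC20 of TRH (10 nM final). Enhancement of the Gq-mediated intracellular calcium response was scored.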
TrxR1 inh – inhibitors of rat thioredoxin reductase 1; O89049; recombinant rTrxR1, NADPH fluorescence consumption, selenite substrate; Potency, µM (series often up to 114 µM), inactives show at the highest dose activity change, negative = inhibition, most hits filed as inhibitors; 390,000 compounds, 1% hits; AID 588453; note: potency is the fitted concentration of half-maximal effect; % is set by controls: 0 for no effect and ±100 for the full control effect; nearly all actives have a fitted effect of over 65% in size
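Rat TrxR1 (90 nM in the dispensed reagent) was pre-reduced with 400 uM NADPH for 5 min at room temperature, then incubated with compound for 15 min. After 400 uM selenite was added, NADPH fluorescence (Ex 340/Em 450 nm) was followed for 8 min.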
PI4K2A inh – inhibitors of human PI4K2A. purified PI4K2A, ADP-Glo luminescence, 1 h; stronger effect = lower value. activity change, negative = inhibition, % at 76.9 µM. 420,000 compounds, 0.13% hits; in the data active = activity change below about -50%; inconclusive = mostly about -30% to -49%;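 note: -100% = wells without enzyme as full effect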
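PI4K2A activity was measured by ADP-Glo luminescence: enzyme (4 ug/mL stock) and phosphatidylinositol (1.2 mM stock) in Tris pH 7.5/MgCl2/EGTA/Triton X-100 buffer were reacted with ATP (300 microM stock) for one hour at ambient temperature.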
Active calls of the source: *; u = inconclusive; x = no result given; [ ] = another dose, or the depositor's remark. Unless noted, calls come from the whole dose curve; as a rule, active = well fitted inhibition curve with a large enough effect; inconclusive = small, poorly fitted or top-dose-only effect; inactive = no such curve, though single readings can be large or run the other way.

entry	compound	TrxR1 substrate	mIDH1 inhibitor	TRHR agonist	D2 antag	D2 ag	USP1-UAF1 inh	TRHR PAM	TrxR1 inh	PI4K2A inh
1	O=C(CN1CCN(c2ncccn2)CC1)Nc1ccccc1C(F)(F)F	-8%[57.1 µM]	6%	-0.5	21	58*	-13%	1	17%[57.1 µM]	4
2	Cc1cccc(NC(=O)[C@H](NC(=O)[C@@H]2Cc3ccccc3CN2)c2ccccc2)c1	11%	2%	2.0	-1	1.1	-20%	-3	32%	-5
3	CCOc1ccccc1OCCCC(=O)Nc1ccc(S(=O)(=O)Nc2cc(C)nc(C)n2)cc1	3%	2%	x	x	x	-21%	x	18%	-4
4	O=C(Nc1cc(Cl)ccc1Cl)c1cc(S(=O)(=O)N2CCCc3ccccc32)ccc1F	3%[57.1 µM]	26%	-0.2	x	x	-4%	2	20%[57.1 µM]	-3
5	COC(C[C@H](O)CC(=O)[C@@H](C)OCc1ccccc1)OC	3%	-3%	x	x	x	-20%	x	29%	-1
6	O=C(Cn1nc([N+](=O)[O-])nc1Br)NC(c1ccccc1)c1ccccc1	-7%	7%	-0.7	7	-1.4	-15%	0	-24%	-1
7	Cc1sc2nc(Cc3ccccc3)[nH]c(=O)c2c1-c1ccccc1	-17%[57.1 µM]	6%	11	6	-1.4	-16%	1	18%[57.1 µM]	-3
8	CCOC(=O)C1=C(O)CSC1=Nc1ccccc1	-3%	8%	0.5	x	x	-16%	-2	-11%	2
9	Cc1cc(C(F)(F)F)c(C#N)c(SCC(=O)Nc2nc3ccccc3s2)n1	-10%	2%	17	2	13	16%	-14	-10%	1
10	COc1ccc(-c2nc(-c3ccccc3OC)no2)cc1OC	-4%	12%	-0.1	x	x	-14%	-8	-4%	-4
11	CC1CCc2c(sc(NC(=O)c3ccccc3)c2C(=O)Nc2ccccc2)C1 (configuration not stated)	22%	-12%	-0.5	x	0.4	-12%	2	6%	-3
12	C/C(=N\NC(=O)c1cccc([N+](=O)[O-])c1)c1cccs1	-2%	3%	0.7	-3	-0.1	-20%	4	6%	6
13	Cc1ccc(C(=O)N/C(=C\c2ccco2)C(=O)NCCCn2ccnc2)cc1C	-7%	5%	-0.1	-25	-0.4	1%	6	-30%	0
14	CCOC(=O)c1c(NC(=O)COC(=O)Cn2cnc3c2c(=O)n(C)c(=O)n3C)sc(C)c1CC	1%	7%	-0.5	0	-0.4	-9%	1	u	2
15	COc1ccc(CCNC(=O)CC(Cc2ccc(C)cc2)C(=O)O)cc1OC (configuration not stated)	4%	-2%	0.4	x	x	-18%	6	15%	0
16	COc1ccc(CNC(=O)COC(=O)CN2C(=O)NC3(CCCC3)C2=O)cc1	12%	1%	-0.3	-1	0.1	-24%	-1	31%	-2
17	COc1ccc(NC(=O)C(=O)NCC2CCCN2S(=O)(=O)c2cccs2)cc1 (configuration not stated)	13%[11.4 µM]	1%	0.0	4	0.6	-6%	-8	19%[11.4 µM]	1
18	CCn1c(O)c(N=NC(=O)CNC(=O)/C=C/c2ccccc2)c2ccccc21	0%	1%	-0.3	-13	-2.0	-4%	4	13%	1
19	COc1ccccc1NC(=O)c1ccc(NS(=O)(=O)c2ccc(F)c(F)c2F)cc1	-11%	4%	-0.3	6	-0.7	-13%	10	-6%	-2
20	CC(=O)NC(=O)NC1OC(=O)C(Cl)=C1Cl (configuration not stated)	-2%	5%	0.4	5	0.3	-15%	1	1.6µM*	-10
21	CN(C(=O)c1ccc(NC(=O)Cc2ccc(NC(=O)C3CCCN(C(=O)C4CCCC4)C3)cc2)cc1)C1CC1 (configuration not stated)	-1%	-2%	-0.1	4	-1.3	-8%	4	5%	-5
22	CCn1c2ccccc2c2cc(/C=N/n3c(C)nnc3C)ccc21	66%[activator]	2%	-0.1	-7	-0.5	-11%	-1	22%	-2
23	COC(=O)c1cccc(-c2ccc(C(c3c(C)[nH][nH]c3=O)c3c(C)[nH][nH]c3=O)o2)c1	-1%[57.1 µM]	-11%	2.9	15	1.8	u	-3	5%[57.1 µM]	u
24	Cc1cc2oc(=O)cc(CN3CCN(S(=O)(=O)c4ccc5c(c4)OCCO5)CC3)c2cc1C	0%	-4%	0.0	0	-1.2	-1%	-8	17%	4
25	Cc1nn(C)c(Cl)c1S(=O)(=O)N[C@@H](c1ccccc1)[C@]1(C)C[C@H]1[C@@H](C)C(=O)Nc1ccc2ccccc2c1	-11%	-5%	-0.1	-13	2.2	8%	4	13%[57.1 µM]	0
26	O=C(NCCc1ccc(Cl)cc1)C1CCCN1C(=O)NCc1ccccc1 (configuration not stated)	5%	-1%	-0.2	-10	0.1	-10%	-12	24%	-2
27	CSc1ccc(C(c2c(C(=O)O)[nH]c3ccccc23)c2c(C(=O)O)[nH]c3ccccc23)cc1	4%	-3%	0.3	-1	0.3	u	2	2%	-5
28	O=C1CC(NS(=O)(=O)c2cccnc2)CN1c1ccc(Cl)cc1 (configuration not stated)	1%	5%	-0.1	-7	-1.4	-6%	4	9%	-1
29	CCCS(=O)(=O)N1CCN(C(=O)CCC2CCCC2)CC1	1%	4%	0.0	7	-0.4	-16%	-5	9%	-9
30	CCOC(=O)c1c(C)n(CCNC(C)=O)c2ccc(OC)cc12	4%	6%	-0.9	x	x	3%	6	10%	9
31	Cc1[nH]n2c(=O)cc(C(C)(C)C)nc2c1-c1ccccc1	25%	-2%	-0.6	-4	-0.3	-16%	1	19%	7
32	COC(=O)C1CCN(C(=O)COC(=O)COc2ccc(C#N)cc2)CC1	-6%[57.1 µM]	0%	0.2	1	-0.2	1%	4	21%[57.1 µM]	2
33	Cn1c(=O)oc2cc(S(=O)(=O)CCC(=O)N3CCN(c4cccc(Cl)c4)CC3)ccc21	8%	20%	0.2	x	0.5	-15%	-3	28%	5
34	COc1ccc(CNC(=O)Cc2c(C)c3cc4c(C)coc4cc3oc2=O)cc1	15%	-1%	0.2	x	x	-6%	-1	20%	5
35	COc1ccc(/C=C2\SC(N)=NC2=O)cc1Cl	-5%	-7%	0.8	-1	1.0	-25%	-1	10%	-3
36	O=C(NCc1ccccn1)c1nc(-c2ccc(C(F)(F)F)cc2)no1	7%	-10%	-3.2	-25	0.5	-10%	-4	32%	-5
37	OCCNc1nc2ccccc2nc1NCCO	81%[activator]	-8%	0.6	-5	0.9	-25%	6	-2%	2
38	CCOC(=O)N1CCN(Cc2oc(CO)cc(=O)c2O)CC1	-5%	-2%	1.6	-20	0.3	3%	7	-8%	12
39	c1csc(CNc2ncnc3sccc23)c1	-3%	3%	x	x	x	-7%	x	-17%	16
40	Nc1nc(Cl)cc(Oc2ccc(Cl)cc2)n1	4%	-2%	1.6	4	0.8	2%	-1	13%	5
41	CCCOC(=O)c1cc(=O)[nH]c2ccccc12	9%	7%	-0.8	14	-0.5	-12%	-4	-11%	-2
42	COC(=O)[C@@H](NCc1ccc(OC)c(B(O)O)c1)C(C)C	-1%	-7%	x	x	x	-13%	x	10%	-6
43	CC1CCN(CC(=O)NNC(=O)c2cccc(Br)c2)CC1	3%	0%	0.1	0	0.3	-6%	-5	11%	-4
44	CC1(C)Cc2c(cnn2-c2ccccc2)C(=O)/C1=N\NC(=O)c1ccncc1	-12%	-8%	x	x	x	-6%	x	-25%	0
45	O=C1c2ccccc2C2(c3ccccc3)NCCN12 (configuration not stated)	10%	2%	-0.5	x	x	-4%	-7	29%	3
46	COc1ccc(N(CC(=O)NCCSc2ccccc2)S(C)(=O)=O)cc1	-6%	2%	-0.3	7	-0.1	-1%	0	-5%	0
47	CC(C)(C)c1ccc(C(=O)NCC(=O)N2CCC3(CC2)NCCc2[nH]cnc23)cc1	0%	-10%	0.9	3	-0.1	-11%	0	18%	2
48	COc1ccc(CNC(=O)c2cc3cc4ccc(C)cc4nc3o2)cc1	7%	3%	0.6	x	0.6	-24%	5	14%	1

Screens: PubChem BioAssay, National Center for Advancing Translational Sciences (NCATS)

This is a random part of the collection; overall some 3.9% were active at least once.
